Source: PubChem (several laboratories)
HSF1 activator: increases HSF-1 driven luciferase reporter signal. NIH3T3-HGL HSF-1 luciferase reporter, MG132, 8 h; 100% = twice DMSO control signal. activation, % at 9 µM. 300,000 compounds, 1.7% hits. AID 504408;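 active = mean replicate activation of at least 50% with a set share of replicates each reaching 50%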;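 note: 0% = median of the neutral control wells and 100% = twice that signal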
IEC-6 tox: kills IEC-6 intestinal cells in KLF5 counter-screen; inhibition, % at 5 µM; 290,000 compounds, 0.78% hits; IEC-6 cytotoxicity, luminescence viability; AID 1825; in the data active = inhibition above about 22%;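 note: 0% = plate median of test compound wells and 100% = cytotoxic reference compound wells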
GSK3 alpha inh: human GSK-3 alpha kinase inhibition. ADP-Glo luminescence, 60 min. inhibition, % at 10 µM. 320,000 compounds, 0.1% hits. AID 2650;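 in the data active = inhibition above about 50%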;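 note: GST-tagged GSK-3 alpha with peptide substrate and 25 µM ATP; 0% = DMSO neutral wells and 100% = GW8510 positive control wells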
Target sequence (P49840 whole entry, looked up): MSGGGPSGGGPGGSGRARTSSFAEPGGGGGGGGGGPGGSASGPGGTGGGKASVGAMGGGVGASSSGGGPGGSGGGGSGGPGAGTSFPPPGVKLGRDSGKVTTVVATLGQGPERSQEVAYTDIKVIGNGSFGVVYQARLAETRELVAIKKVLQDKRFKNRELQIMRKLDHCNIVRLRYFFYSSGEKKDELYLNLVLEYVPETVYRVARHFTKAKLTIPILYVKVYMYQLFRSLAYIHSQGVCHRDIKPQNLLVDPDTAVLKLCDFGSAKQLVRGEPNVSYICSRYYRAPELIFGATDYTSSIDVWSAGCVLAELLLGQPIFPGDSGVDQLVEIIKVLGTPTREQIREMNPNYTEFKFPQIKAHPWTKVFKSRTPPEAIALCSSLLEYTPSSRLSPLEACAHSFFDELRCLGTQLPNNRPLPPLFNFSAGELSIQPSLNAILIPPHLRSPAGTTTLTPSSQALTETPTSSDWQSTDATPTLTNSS
KLF5 inh: suppresses KLF5 promoter-driven expression | inhibition, % at 5 µM | DLD-1 KLF5 promoter-luciferase reporter, luminescence | 290,000 compounds, 0.23% hits;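 active = inhibition above a per-plate limit of that plate's mean compound inhibition plus 3 SD, cut at about 60% in these data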;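 note: 0% = DMSO wells and 100% = LY294002 at 200 µM; higher means less KLF5 promoter-driven luciferase light; inactives centre near -14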
HIF activator: HIF pathway transcriptional activation. activation, % at 7.5 µM (by protocol). U2OS HRE-luciferase reporter, luminescence; normalized: DMSO 0%, desferrioxamine 100%. AID 1910. 300,000 compounds, 0.32% hits;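 active = mean activation of at least 10% of the iron chelator positive control signal, with at least half of replicates also reaching 10%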
HSP90 inh: blocks HSP90-mediated luciferase refolding in reticulocyte lysate; Rabbit reticulocyte lysate, luciferase refolding luminescence, 3 h; inhibition, % at 5.6 µM; 290,000 compounds, 0.91% hits; AID 1789;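 active = inhibition above the screen-wide mean plus 3 SD, computed separately per campaign, cut at about 16% in these data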;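 note: 0% = DMSO wells and 100% = 60 µM geldanamycin wells; inhibitors lower the luminescence because luciferase stays unfolded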
AI-2 QS modul: modulates the Vibrio harveyi AI-2 quorum sensing system | Vibrio harveyi JMH597 AI-2 luminescence/OD600 ratio, 9 h; stronger effect = lower value; strain lacks LuxN and CqsS sensors; 0 = neutral-control median | activity change, % at 7.5 µM | 300,000 compounds, 0.4% hits | AID 2094; in the data active = activity change below about -75%, passing the limit was not always enough;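 note: luminescence divided by OD600 gain over 9 h not by final OD600 alone; inactives centre near 13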
aSyn UTR inh: MLPCN primary screen, SNCA 5' untranslated region; alpha-synuclein 5'UTR reporter, inhibitor activity; inhibition, % (tested at 7.5 µM); 300,000 compounds, 0.82% hits; in the data active = inhibition above about 60%;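 note: H4 neuroglioblastoma cells stably carrying SNCA 5'UTR luciferase fusion; 0% = DMSO wells and 100% = positive control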
GSK3B inh: human GSK3beta kinase inhibition. P49841. GST-GSK3beta kinase, ADP-Glo luminescence, 60 min; stronger effect = lower value. activity score (negative = inhibition), % at 10 µM. 300,000 compounds, 0.038% hits. AID 2097;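 active = more than half of replicate wells score below -50%, meaning over 50% inhibition versus plate controls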;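 note: 0% = median DMSO wells and -100% = median GW8510 positive control wells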
Target sequence (P49841 whole entry, looked up): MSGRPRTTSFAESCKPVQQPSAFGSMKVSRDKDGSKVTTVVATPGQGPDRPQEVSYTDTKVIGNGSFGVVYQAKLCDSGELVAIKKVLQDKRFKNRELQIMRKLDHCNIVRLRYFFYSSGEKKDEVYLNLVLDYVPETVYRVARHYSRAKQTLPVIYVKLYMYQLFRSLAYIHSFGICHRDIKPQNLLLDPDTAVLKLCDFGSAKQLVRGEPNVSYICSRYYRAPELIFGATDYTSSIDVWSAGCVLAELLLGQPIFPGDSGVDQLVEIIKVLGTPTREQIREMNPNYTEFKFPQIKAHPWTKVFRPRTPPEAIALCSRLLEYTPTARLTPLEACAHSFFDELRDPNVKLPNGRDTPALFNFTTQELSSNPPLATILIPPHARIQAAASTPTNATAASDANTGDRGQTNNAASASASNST
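test system = GST-tagged human GSK3beta kinase, cell-free | reagent = 25 µM ATP with peptide substrate | dosing = one dose of 10 µM per compound | schedule = 60 min reaction, RT | detection = luminescent ADP-Glo measurement of ADP formed | control set = DMSO neutral wells and GW8510 at 20 µM as positive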
HSF1 inhib: HSF1 inhibition | activity change, negative = inhibition, % at 7.5 µM (by protocol) | NIH3T3-HGL HSE-luciferase, MG132-induced, luminescence 8 h; stronger effect = lower value | 300,000 compounds, 0.77% hits | AID 2098;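 active = more than half of replicate wells show activity change below -50%, luminescence cut by over half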;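 note: luciferase reports HSF-1 transcriptional activity via heat shock element; 0% = median of DMSO wells and -100% = zero luminescence signal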
* hit, by the source's call; . = not tested or not shown. Hits appear at their usual frequency, and some 4.7% of all compounds hit somewhere here.

1) COCCCNC(=O)CCc1c(C)nc2c(c(C)nn2-c2ccc(C)cc2)c1C
2) O=C1CCCC2=C1C(Cc1ccccc1)C1=C(CCCC1=O)O2
3) O=[N+]([O-])c1cccc(C=Nc2cccc3ccccc23)c1O
4) N#CC1=C(SCC(=O)Nc2nccs2)NC(=O)CC1c1ccccc1 (stereo unspecified)
5) COc1ccc(NC(=S)NCc2ccc(F)cc2)c(OC)c1
6) Cc1oc2c(CN3CCCC3)c(O)ccc2c(=O)c1-c1ccc(Br)cc1
7) C=CCOc1c(Cl)cc(C2NC(=O)NC(C)=C2C(=O)OC)cc1Cl (stereo unspecified)
8) O=C(N/N=C/C=C/c1ccccc1)c1ccncc1
9) Cc1cccc(-n2c(=S)[nH]c3c(oc4ccccc43)c2=O)c1
10) O=S(=O)(N1CCCCC1)n1c(Cc2ccccc2)nc2ccccc21

Screen / compound no.	1	2	3	4	5	6	7	8	9	10
HSF1 activator	-10	2	-21	.	0	0	18	45	21	0
IEC-6 tox	-2	5	32*	1	-7	4	4	0	-2	0
GSK3 alpha inh	-4	-1	1	0	0	3	2	-2	-3	-5
KLF5 inh	-31	-1	-39	10	-15	-4	-24	-31	1	-19
HIF activator	-21	351*	-23	0.2	-1.4	-0.4	-0.3	0.3	1.0	-0.5
HSP90 inh	0	1	13	2	0	1	2	-1	7	1
AI-2 QS modul	11	12	-12	21	26	13	16	17	17	13
aSyn UTR inh	2	-21	2	0	19	-19	21	-34	-88	8
GSK3B inh	-1	-2	0	-1	3	2	3	0	0	1
HSF1 inhib	-4	4	-2	.	2	-3	10	10	-7	12

11) CCCN(CCC)CCNc1c(N2CCN(C(=O)OCC)CC2)c(=O)c1=O
12) CCC(NC(=O)Cc1c(C)c2ccc(OC)c(C)c2oc1=O)C(=O)NC(Cc1ccc(Cl)cc1)C(=O)O (stereo unspecified)
13) C/C(=C(/NC(=O)c1ccccc1)C(=O)O)c1ccco1
14) O=C(Nc1ccc(NC(=O)c2cccs2)cc1)c1ccc2c(c1)OCO2
15) Cc1nn(CC(=O)O)c(C)c1N
16) CCC(C)NC(=O)c1cn(CC)c2ccc(S(=O)(=O)N(C)C)cc2c1=O (stereo unspecified)
17) CC(C)(C)C(=O)CN1C(=O)NC2(CCOc3ccccc32)C1=O (stereo unspecified)
18) CCOC(=O)[C@@H]1[C@H]2COc3ccc(Br)cc3[C@@H]2N2C(=O)N(c3ccc(Cl)cc3)C(=O)[C@]12C
19) COC(=O)CNC(=O)C(C)(C)Oc1ccc(Cl)cc1
20) COc1ccc(CNC(=O)CCN2C(=O)[C@@H]3Cc4ccccc4CN3C2=O)cc1

Screen / compound no.	11	12	13	14	15	16	17	18	19	20
HSF1 activator	-3	0	-29	-7	-8	1	6	20	3	-13
IEC-6 tox	5	-2	-2	4	1	0	1	.	2	4
GSK3 alpha inh	-2	-3	-1	-1	-8	15	.	-1	0	-2
KLF5 inh	-9	-10	-3	-26	15	-23	-24	.	14	-12
HIF activator	0.2	0.1	1.3	-1.3	-0.4	0.0	0.2	1.4	-1.2	0.5
HSP90 inh	-2	4	3	3	8	-1	-1	.	-1	-1
AI-2 QS modul	20	26	15	11	20	26	-1	18	11	4
aSyn UTR inh	5	15	10	10	8	7	13	13	-6	-1
GSK3B inh	2	-1	0	-3	1	0	-1	4	-2	0
HSF1 inhib	-10	4	-21	-6	0	2	-9	12	5	-5

21) CC(C)C[C@H](NC(=O)c1nc[nH]c1C(=O)N(C)Cc1ccccc1)C(=O)OCc1ccccc1
22) COc1ccc(S(=O)(=O)N2CCOC23CCN(S(=O)(=O)c2ccc(F)cc2C)CC3)cc1
23) Cc1cc(C(F)(F)F)n(-c2nc(C(=O)O)cs2)n1
24) Cc1ccc2nc(C3CCN(CC(=O)N4CCCCCC4)CC3)[nH]c2c1
25) CCc1ccc(/C=C2\SC(=S)N(CCCC(=O)Nc3ccc(C(=O)O)cc3)C2=O)cc1
26) COCCNS(=O)(=O)c1ccccc1
27) COCCNC(=O)Nc1ccc2nc(-c3ccco3)c(-c3ccco3)nc2c1
28) COC(=O)C(c1ccccc1)C1(O)CC(C)N(C)CC1C (stereo unspecified)
29) O=C(Cc1ccc(S(=O)(=O)N2CCOCC2)s1)Nc1ccccc1N1CCOCC1
30) O=C1NC(Cc2c[nH]c3ccccc23)C(=O)N1c1ccc(F)cc1 (stereo unspecified)

Screen / compound no.	21	22	23	24	25	26	27	28	29	30
HSF1 activator	-9	23	-20	-21	-37	-16	.	-82	-6	3
IEC-6 tox	-3	.	-7	3	10	2	-13	0	2	-1
GSK3 alpha inh	3	.	-2	-1	-2	-3	1	3	.	-1
KLF5 inh	-25	.	5	2	29	-20	-1	-47	-22	0
HIF activator	-0.1	2.8	-0.3	-0.2	-4.3	0.4	.	0.0	-1.2	-0.8
HSP90 inh	4	.	3	-2	-1	0	-2	1	-5	-1
AI-2 QS modul	4	16	8	18	2	8	.	10	3	-7
aSyn UTR inh	-5	0	23	-5	109*	24	.	-9	-12	-4
GSK3B inh	-4	-1	-4	-5	20	3	.	-1	0	-2
HSF1 inhib	2	10	-7	-8	-26	-5	.	-76*	-5	2

31) CC(Oc1cccc2c1OC(C)(C)C2)C(=O)O (stereo unspecified)
32) CCOc1ncccc1C(=O)Oc1ccc2c(c1)OCO2
33) Cc1ccc(S(=O)(=O)N2CCN(Cc3ccccc3C(F)(F)F)CC2)cc1
34) COC(=O)c1sccc1NC(=O)CSc1ccccc1NS(=O)(=O)c1cc(Cl)ccc1Cl
35) COc1ccc(N2CCN(C(=O)c3c(C)nn(-c4ccccc4)c3C)CC2)cc1
36) CC(=O)c1cccc(N/C=C\c2nnnn2-c2ccc(F)cc2)c1
37) COc1ccc(CNC(=O)CNC(=O)c2c(C)nn(C)c2Cl)cc1
38) Cc1cc(C(=O)C(=O)O)c(C)n1-c1ccc(Cl)c(Cl)c1
39) COc1ccc(/C=N/NC(=O)c2nnn(-c3nonc3N)c2-c2cccs2)c(OC)c1
40) Nc1nonc1-c1noc(-c2ccccc2Br)n1

Screen / compound no.	31	32	33	34	35	36	37	38	39	40
HSF1 activator	-2	-13	9	0	-14	39	-2	-1	1	-60
IEC-6 tox	0	-2	4	-5	5	-3	-8	0	2	0
GSK3 alpha inh	0	-1	-2	0	1	-1	0	-1	27	1
KLF5 inh	-41	-29	-10	2	-14	8	-29	24	-29	5
HIF activator	0.5	-0.5	0.4	0.2	-0.3	0.4	4.7	-0.5	-0.1	-0.3
HSP90 inh	-2	-3	-2	0	2	-1	2	3	0	7
AI-2 QS modul	18	-1	0	2	17	14	18	5	2	3
aSyn UTR inh	-4	18	-12	-27	-12	-1	10	13	0	-36
GSK3B inh	-2	0	-2	-1	-1	2	1	-4	3	0
HSF1 inhib	-3	-6	-1	-5	2	18	-3	-5	-7	-48

41) COc1ccc(CNc2nc(-c3cccnc3)nn2C(=O)CC(C)C)cc1
42) Cc1ccc(C(=O)NCc2occc2C(=O)O)o1
43) O=C(NCc1ccco1)c1ccc2c(=O)n(CCC3=CCCCC3)c(=O)[nH]c2c1
44) Cc1cc(C)nc(N/N=C/c2c[nH]c3ccccc23)n1
45) O=C(COc1ncnc2sccc12)Nc1ccc2c(c1)OCCO2
46) CCc1noc(C)c1C(=O)Nc1ccc(S(=O)(=O)N2CCC(C)CC2)cc1
47) O=C(CNC(=O)c1ccc(Cl)cc1Cl)Nc1ccc(F)cc1
48) CCOc1ccc(S(=O)(=O)N(C)CC(=O)NCc2ccco2)cc1
49) C=CCn1c(C)cc(-c2csc(N)n2)c1C
50) COc1ccc(C(C[N+](=O)[O-])c2c(C)cc3ccccn23)cc1 (stereo unspecified)

Screen / compound no.	41	42	43	44	45	46	47	48	49	50
HSF1 activator	35	2	18	8	6	-2	.	30	-4	8
IEC-6 tox	-3	-4	-4	5	-2	.	8	-6	2	-2
GSK3 alpha inh	-2	-3	-2	0	-1	1	0	-2	-2	0
KLF5 inh	4	-16	-5	-8	-28	.	-26	-12	-35	-26
HIF activator	-0.1	0.7	0.4	-0.3	0.9	-0.5	.	-0.1	-0.4	0.9
HSP90 inh	4	4	4	-2	0	.	4	5	4	1
AI-2 QS modul	14	22	9	30	-48	7	2	-3	16	14
aSyn UTR inh	-7	15	5	-46	-7	16	-6	9	5	11
GSK3B inh	3	-3	2	-2	0	3	4	2	2	2
HSF1 inhib	12	-10	-1	-4	-1	2	.	6	1	-1

Reprinted at random: six compounds from above
50) COc1ccc(C(C[N+](=O)[O-])c2c(C)cc3ccccn23)cc1 (stereo unspecified)
43) O=C(NCc1ccco1)c1ccc2c(=O)n(CCC3=CCCCC3)c(=O)[nH]c2c1
42) Cc1ccc(C(=O)NCc2occc2C(=O)O)o1
46) CCc1noc(C)c1C(=O)Nc1ccc(S(=O)(=O)N2CCC(C)CC2)cc1
44) Cc1cc(C)nc(N/N=C/c2c[nH]c3ccccc23)n1
47) O=C(CNC(=O)c1ccc(Cl)cc1Cl)Nc1ccc(F)cc1

Screen / compound no.	50	43	42	46	44	47
HSF1 activator	8	18	2	-2	8	.
IEC-6 tox	-2	-4	-4	.	5	8
GSK3 alpha inh	0	-2	-3	1	0	0
KLF5 inh	-26	-5	-16	.	-8	-26
HIF activator	0.9	0.4	0.7	-0.5	-0.3	.
HSP90 inh	1	4	4	.	-2	4
AI-2 QS modul	14	9	22	7	30	2
aSyn UTR inh	11	5	15	16	-46	-6
GSK3B inh	2	2	-3	3	-2	4
HSF1 inhib	-1	-1	-10	2	-4	.

(listing goes on)
51) COc1cccc(C(=O)N2CCN(S(=O)(=O)Cc3ccccc3)CC2)c1OC
52) COc1cccc(Cn2cccc(NC(=O)Nc3ccccc3C)c2=O)c1
53) Cc1ccc(-c2cc(C(=O)NCC3CCCO3)c3ccccc3n2)cc1C (stereo unspecified)
54) CCc1ccc(C(=O)NNC(=O)c2c(CC)noc2C)cc1
55) COc1ccccc1C(=O)N/C(=C/c1ccco1)C(=O)Nc1cccc(C(=O)O)c1
56) COc1ccc(Cl)cc1N(C(=O)Nc1cccc(Cl)c1)C1=NCC(C)S1 (stereo unspecified)

Screen / compound no.	51	52	53	54	55	56
HSF1 activator	-10	-1	12	-17	11	6
IEC-6 tox	2	-1	0	.	-8	-8
GSK3 alpha inh	0	0	2	-5	-2	0
KLF5 inh	-10	11	-63	.	-22	25
HIF activator	-0.6	-0.2	1.6	-0.2	-0.2	0.5
HSP90 inh	1	1	2	.	0	-1
AI-2 QS modul	14	-8	49	637	10	19
aSyn UTR inh	7	11	-42	-4	3	0
GSK3B inh	3	-1	2	1	2	0
HSF1 inhib	-4	8	13	3	3	-2
